HePTP inhibitor: human HePTP phosphatase inhibition | P35236 | recombinant HePTP phosphatase activity, OD absorbance | inhibition, % at 20 µM | actives 0.64% (n = 110,000); in the data active = inhibition above about 50%;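 also: plate controls were vehicle for no effect and reference inhibitor for full effect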
Target sequence (P35236 whole entry, looked up): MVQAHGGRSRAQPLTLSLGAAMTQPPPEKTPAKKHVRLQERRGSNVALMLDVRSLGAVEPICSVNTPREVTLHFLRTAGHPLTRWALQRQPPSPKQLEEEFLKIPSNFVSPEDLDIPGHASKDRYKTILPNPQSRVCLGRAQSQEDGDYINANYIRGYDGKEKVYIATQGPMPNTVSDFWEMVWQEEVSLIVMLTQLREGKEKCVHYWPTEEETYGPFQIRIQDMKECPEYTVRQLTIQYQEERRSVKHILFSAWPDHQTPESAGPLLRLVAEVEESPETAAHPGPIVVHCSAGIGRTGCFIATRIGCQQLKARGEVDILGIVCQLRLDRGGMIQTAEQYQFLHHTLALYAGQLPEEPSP
BAP1 block: human BAP1 deubiquitinase inhibition | Q92560 | activity remaining (% of control), % at 20 µM | actives 0.48% (n = 72,000) | recombinant BAP1, Ub-AMC hydrolysis fluorescence kinetic; active compounds read low;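 active = activity remaining at or below 50% of control, provided the compound also passes the data quality filters; inactive = the rest, including low values that fail the filters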;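 also: 100% = DMSO wells rate and 0% = substrate alone blank rate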
* hit, by the source's call; . = not tested or not shown; & = joins results of further samples. Random draw from the library; any-hit rate near 0.79%.

HePTP inhibitor	BAP1 block	SMILES
9	105	CCOc1ccc(NC2=NCC(=O)N2CCc2ccccc2)cc1
1	97	Cc1cc(OCC(=O)Nc2cc(-c3nn4c(C)nnc4s3)ccc2C)ccc1Cl
5	83	CCOC(=O)/C=C1\SCC(=O)N1CC(=O)c1ccc[nH]1
13	145	Cc1c(C(=O)OCC(=O)N(CCC#N)c2ccccc2)oc2c1ccc1ccccc12
14	.	CC(/C=C1\SC(=S)N(C(C)C(=O)O)C1=O)=C\c1ccccc1 (stereo unspecified)
-9	.	COc1cccc(OC)c1C(=O)Nc1cccc(C(=O)c2ccccc2)c1
4	.	COc1ccccc1NC(=O)CC1S/C(=N\N=C\c2ccc(C)o2)NC1=O (stereo unspecified)
-16	.	N#Cc1c2c(c(NCCCCO)n3c1nc1ccccc13)CCC2
8	90	O=C(C1CCN(S(=O)(=O)c2cccc3cccnc23)CC1)N1CCCC1
8	93	Cc1cccc(C(=O)N2CCC(n3nnc4cc(F)ccc43)CC2)c1
-2	.	COC(=O)c1c(-c2ccc(OC)c(OC)c2)csc1NC(=O)c1ccc(OCC(C)C)cc1
4	.	CCCCCn1c(=O)[nH]c2cc(C(=O)NCCN(CC)CC)ccc2c1=O
10	.	CC(=O)Nc1ccc2c(c1)ncn2-c1ccccc1
13	.	CCCn1c(/N=C/c2cccs2)nc2ccccc21
5	.	CC(=O)Nc1ccc(Sc2ccccc2[N+](=O)[O-])cc1C
-10	93	O=C(Cn1cc2c(n1)CCCCC2)NCc1ccccn1
-11	.	Cc1ccc(S(=O)(=O)C(CC(=O)c2ccc(O)cc2)c2ccccc2)cc1 (stereo unspecified)
-7	.	CCn1c2ccccc2c2cc(NC(=O)c3cccc([N+](=O)[O-])c3C)ccc21
9	.	COc1ccccc1CNC(=O)C1CC(=O)N(c2ccc(F)cc2)C1 (stereo unspecified)
3	91	COc1ccc(OCc2ccc(C(=O)O)cc2)cc1
-11	66	O=C1CCN(S(=O)(=O)c2ccccc2)C2CCCCC12 (stereo unspecified)
-5	.	O=C(CSc1nc2ccc([N+](=O)[O-])cc2[nH]1)c1ccc(F)cc1
3	97	COCCNC(=O)CNS(=O)(=O)c1ccc2nc(C)sc2c1
11	89	CCc1c(C)nc2ncnn2c1NCCc1ccc(OC)cc1
-5	61	O=C(c1cccs1)N1CCN(CCc2ccccc2)CC1
2	90	Cc1cc(=O)n2[nH]c(COc3ccccc3)nc2n1
-4	88	COc1ccc(N2CCCn3c2nc2c3c(=O)n(Cc3ccc(F)cc3)c(=O)n2C)c(OC)c1
-1	90	COc1ccccc1N(CC(O)CN1C(=O)NC(C)(C)C1=O)S(=O)(=O)c1ccc(C)cc1 (stereo unspecified)
-10	.	CCOC(=O)c1c[nH]c2ccc([N+](=O)[O-])cc2c1=O
-6	104	COc1ccccc1C(=O)Nc1cc(-c2nc3ncccc3o2)ccc1C

One compound at a time, from the list above:
CC(=O)Nc1ccc(Sc2ccccc2[N+](=O)[O-])cc1C reads HePTP inhibitor: 5; BAP1 block: .
Cc1cc(=O)n2[nH]c(COc3ccccc3)nc2n1 reads HePTP inhibitor: 2; BAP1 block: 90

Quoted at random: six compounds from above, in no set order.
HePTP inhibitor	BAP1 block	SMILES
-1	90	COc1ccccc1N(CC(O)CN1C(=O)NC(C)(C)C1=O)S(=O)(=O)c1ccc(C)cc1 (stereo unspecified)
-6	104	COc1ccccc1C(=O)Nc1cc(-c2nc3ncccc3o2)ccc1C
-10	93	O=C(Cn1cc2c(n1)CCCCC2)NCc1ccccn1
13	145	Cc1c(C(=O)OCC(=O)N(CCC#N)c2ccccc2)oc2c1ccc1ccccc12
-16	.	N#Cc1c2c(c(NCCCCO)n3c1nc1ccccc13)CCC2
4	.	CCCCCn1c(=O)[nH]c2cc(C(=O)NCCN(CC)CC)ccc2c1=O

Additional records
HePTP inhibitor	BAP1 block	SMILES
10	.	COC(=O)c1cc(NC(=O)Cc2coc3cc(OC)ccc23)cc(C(=O)OC)c1
-4	97	NC(=O)c1nc(C2CCCCC2)nc2c1[nH]c(=O)n2-c1ccc(F)cc1
9	93	COC(=O)CN(c1cccc(OC)c1)S(C)(=O)=O
-4	100	CC1CCCCN1CCCn1c(=S)[nH]c2ccccc2c1=O (stereo unspecified)
2	.	O=C(CCCCCn1c(SCC(=O)c2ccccc2)nc2ccccc2c1=O)NCc1ccco1
-9	97	O=C(NC1=NCCS1)C1COc2ccccc2O1 (stereo unspecified)
-4	.	COc1cc(CN2CCN(C(=O)c3ccc(-c4ccccc4)cc3)CC2)cc(OC)c1OC
3	.	COC(=O)Cn1cc(/C=C2\C(=O)NC(=O)N(c3cccc(F)c3)C2=O)c2ccccc21
11	.	CC1(C)CC(=O)C(C2(C3=C(O)CC(C)(C)CC3=O)C(=O)Nc3ccccc32)C(=O)C1 (stereo unspecified)
8	75	Cc1ccc(CSc2nnc(-c3ccccn3)n2C)cc1
-5	108	CCNC(=O)CN(Cc1ccccc1)S(=O)(=O)c1ccccc1
10	81	NC(=O)c1ccc(-n2nnnc2Oc2ccccc2C(=O)N2CCOCC2)cc1
-4	.	O=C(CN(c1ccccc1)S(=O)(=O)c1ccccc1[N+](=O)[O-])NC1CCCCC1
1	101	O=C(OCc1ccccc1)c1ccc(Br)o1
0	97	O=c1oc2ccccc2c(O)c1C=NCc1ccccn1
3	171	COc1cccc(C2C(C(=O)c3sc(C)nc3C)=C(O)C(=O)N2CCN2CCOCC2)c1OC (stereo unspecified)
-8	92	O=C(Oc1ccc2ccccc2c1Cl)N1CCCC1
9	.	O=c1oc2cc(O)c([N+](=O)[O-])cc2cc1-c1csc(-c2ccc(Cl)cc2)n1
4	.	COc1ccc(Cn2c(C3CC3)nc3ccc(NC(=O)c4ccco4)cc3c2=O)cc1
11	.	COc1cccc(-c2cn3nc4c(nc3n2)CCCC4)c1
3	98	N#Cc1cccc(NC(=O)c2ccccc2C(=O)O)c1
-14	.	COC(=O)c1cc(C(=O)NC2CCCCCC2)cc([N+](=O)[O-])c1
0	102	COc1ccc2nc(NC(=O)CCNS(=O)(=O)c3ccc4c(c3)oc(=O)n4C)sc2c1
7&-14	83	CCSc1nnc2c(n1)[nH]c1c(C)cccc12
-1	.	COc1ccc(-c2cn3ccccc3n2)cc1Br
8	124	COC(=O)c1ccc(C2/C(=C(\O)c3cccc(OC)c3)C(=O)C(=O)N2CCCN2CCOCC2)cc1 (stereo unspecified)
12	103	CCn1nc(C(=O)OCC(=O)NCCN2C(=O)CSC2=O)c2ccccc2c1=O
3	.	CCOC(=O)c1c(N2CCOCC2)c2ccccc2[nH]c1=O
8	.	COc1cc(C)c(CNC23CC4CC(CC(C4)C2)C3)cc1C
-6	473	CC1=CC2=NC(=O)CC(C)(C(=O)N(CC(=O)NC(C)(C)C)C3CCCC3)N2C=C1 (stereo unspecified)

Reprinted from the listing for reference:
HePTP inhibitor	BAP1 block	SMILES
10	.	COC(=O)c1cc(NC(=O)Cc2coc3cc(OC)ccc23)cc(C(=O)OC)c1
-4	97	NC(=O)c1nc(C2CCCCC2)nc2c1[nH]c(=O)n2-c1ccc(F)cc1
9	93	COC(=O)CN(c1cccc(OC)c1)S(C)(=O)=O
-4	100	CC1CCCCN1CCCn1c(=S)[nH]c2ccccc2c1=O (stereo unspecified)
2	.	O=C(CCCCCn1c(SCC(=O)c2ccccc2)nc2ccccc2c1=O)NCc1ccco1

Additional compounds
HePTP inhibitor	BAP1 block	SMILES
10	.	C/C(CC(=O)Nc1ccc(Nc2ccccc2)cc1)=N\NC(=O)c1ccoc1C
-2	.	COc1ccccc1CNC(=O)c1ccc(CN(c2ccccc2)S(C)(=O)=O)cc1
10	.	CCCOc1cccc(C(=O)Nc2cccc(-c3nc4ccccc4[nH]3)c2)c1
3	91	Cc1nc(NC(=O)CSc2nnnn2Cc2ccccc2)sc1C
-18	.	CSc1ccccc1NC(=O)CC1Nc2cc(C)c(C)cc2NC1=O (stereo unspecified)
-3	89	Cc1cc(/C=N/n2cnnc2)c(C)n1-c1ccc(C(=O)O)cc1
-1	.	Cc1ccc(NC(=O)c2ccc3ccccc3c2)c([N+](=O)[O-])c1
-2	.	O=C(CSCC(=O)Nc1cccc(C(F)(F)F)c1)Nc1ccccc1
7	.	O=C(/C=C/c1ccc2c(c1)OCO2)NC1CC2CCC1C2 (stereo unspecified)
8	103	O=C(CN1CCOCC1)N(c1ccccc1)c1ccc2ccccc2c1
-1	120	O=C(Cc1ccc(-n2cnnn2)cc1)NC12CC3CC(CC(C3)C1)C2
6	152	COc1ccc(N2C(=O)CC(N3CCN(c4nc5ccccc5s4)CC3)C2=O)cc1 (stereo unspecified)
-2	98	Cc1nnc(SCC(=O)NCc2ccccc2)s1
5	.	CC(O)CNC(=O)C1CC(=O)N(c2ccc(Br)cc2)C1 (stereo unspecified)
4	144	O=C(CC(Nc1ccc(F)cc1)C(=O)O)c1ccccc1 (stereo unspecified)
6	92	CCS(=O)(=O)n1nc(NCc2cccc(OC)c2)nc1NCc1cccc(OC)c1
5	.	CCOC(=O)C1=C(c2ccccc2)N=c2s/c(=C\c3cccc(O)c3)c(=O)n2C1c1cccc(OC)c1OC (stereo unspecified)
1	.	O=C(O)CCCN1C(=O)/C(=C/c2ccc3c(c2)OCO3)SC1=S
4	.	CCOc1ccc2nc(SC3CC(=O)N(c4cc(Cl)ccc4Cl)C3=O)sc2c1 (stereo unspecified)
.	62	CCCc1nnc(NC(=O)CN2C(=O)c3ccccc3S2(=O)=O)s1
-4	.	Cc1cc2c(c(=O)o1)C(c1ccc([N+](=O)[O-])cc1)C(C#N)=C(N)O2 (stereo unspecified)
3	82	O=C1Nc2ccc(S(=O)(=O)N3CCCC3C(=O)O)c3cccc1c23 (stereo unspecified)
17	128	CN(C)c1nc(Oc2ccc(=O)n(C)n2)nc(N2CCOCC2)n1
11	104	CCC(Sc1nc(=O)cc(N)n1CCc1ccccc1)C(=O)Nc1cc(C)on1 (stereo unspecified)
2	99	COc1cc(NC(=O)C2CCCN2S(=O)(=O)c2ccc3c(c2)CCC(=O)N3)cc(OC)c1 (stereo unspecified)
.	64	CC(=O)Nc1ccc(Oc2cc(NC(=O)c3cc(-c4ccc(Cl)cc4)nc4ccccc34)cc([N+](=O)[O-])c2)cc1
3	.	O=C(Nc1ccc(Br)c(Cl)c1)c1cccs1
4	106	CCOC(=O)C1CCN(c2ncnc3c2oc2ccccc23)CC1
-2	95	CCOC(=O)c1ccc(NC(=O)CSc2nnc(COc3ccccc3OC)n2C)cc1
-11	.	COc1ccccc1N1CC=C(c2cccc([N+](=O)[O-])c2)NC1=O
2	.	O=C(CNC(=O)c1ccc(Br)o1)Nc1cccc(-c2cnc3ccccc3n2)c1
7	.	O=c1/c(=C\c2cccc(Oc3ccc(C(F)(F)F)cc3[N+](=O)[O-])c2)sc2nc3ccccc3n12
2	115	Cc1cc(C)n(CCCNC(=O)c2ccc(S(=O)(=O)NCc3ccco3)cc2)n1
-6	.	CCOC(=O)C1=C(O)/C(=C/c2ccc(C)o2)SC1=Nc1ccccc1
-20	.	COc1ccc(/C=C2\SC(=S)N(NC(=O)c3ccccc3[N+](=O)[O-])C2=O)cc1OC
9	.	O=[N+]([O-])c1cccc(Cl)c1N1CCN(S(=O)(=O)c2ccc(Cl)cc2)CC1
8	.	Cc1ccc2cccc(SCC(=O)NCc3ccco3)c2n1

Arranged by formula weight (low to high): part of the list above
HePTP inhibitor	BAP1 block	SMILES
1	101	O=C(OCc1ccccc1)c1ccc(Br)o1
6	92	CCS(=O)(=O)n1nc(NCc2cccc(OC)c2)nc1NCc1cccc(OC)c1
-1	90	COc1ccccc1N(CC(O)CN1C(=O)NC(C)(C)C1=O)S(=O)(=O)c1ccc(C)cc1 (stereo unspecified)

Screens from PubChem BioAssay.
